FAS TE block = FAS thioesterase domain inhibitors, primary screen, biochemical, fluorescence intensity, uHTS. hit rate 0.67% among 360,000. recombinant FAS-TE, OMFH fluorogenic substrate, fluorescence endpoint. Fatty acid synthase (Homo sapiens), P49327. inhibition, % at 15 µM;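 active means compounds whose normalised, plate-corrected inhibition of enzyme fluorescence in the single-dose primary screen is 50% or more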;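 further: 0% = DMSO with enzyme and 100% = substrate without enzyme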
PABP1 MLLE inh = inhibitors of PABP1 MLLE–PAM2 peptide binding, primary screen, biochemical, fluorescence polarization, FITC-PAM2, GST-MLLE; Polyadenylate-binding protein 1 (Homo sapiens), P11940; inhibition, % at 20 µM; hit rate 0.36% among 360,000; AID 588489, 2011; in the data active means inhibition above about 35%, passing the limit was not always enough;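 further: plate controls were DMSO wells with GST-MLLE for no effect and wells lacking GST-MLLE protein for full effect; some results filed as inactive read as strong as hits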
Tb MetRS inh = T. brucei MetRS inhibitors, primary screen, biochemical, luminescence. methionyl-tRNA synthetase (Trypanosoma brucei brucei). purified T. brucei MetRS, ATP depletion, Kinase-Glo luminescence. inhibition, % at 11.9 µM. hit rate 0.4% among 360,000;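 active means inhibition above a per-plate cutoff of the control wells' mean inhibition plus 3 SD, cut at about 5.5% in these data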;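 further: 0% = DMSO wells median and 100% = median of wells with control inhibitor compound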
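Material: parasite MetRS enzyme / Replication: singlicate, one well per compound / Signal: luminescence of leftover ATP / Schedule: 2 h aminoacylation at 25 °C after 15 min preincubation / Medium: HEPES-MgCl2-KCl buffer plus DTT, spermine, BSA, pyrophosphatase / Doses: 11.9 µM single point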
MsrA inh = bovine MsrA enzyme inhibitors, primary screen, biochemical, absorbance, HTS; Methionine sulfoxide reductase A (Bos taurus); purified bovine MsrA, absorbance read-out; inhibition, % at 15.5 µM; hit rate 0.75% among 360,000; AID 651718, 2012; in the data active means inhibition above about 4.5%;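 further: 0% = vehicle wells with enzyme and 100% = reference inhibitor wells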
bovine MsrA act = bovine MsrA enzyme activators, primary screen, biochemical, absorbance, HTS; Methionine sulfoxide reductase A (Bos taurus); purified bovine MsrA, absorbance read-out; activation, % at 10.6 µM; hit rate 0.3% among 360,000; AID 602163, 2012; in the data active means activation above about 7.5%;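 further: 0% = vehicle and 100% = reference activator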
CendR NRP1 mod = modulators of CendR peptide binding to NRP-1, primary screen, biochemical, fluorescence polarization, uHTS | Neuropilin-1 (Homo sapiens), O14786 | FAM-RPARPAR peptide binding to NRP-1 | inhibition, % at 25 µM | hit rate 0.85% among 360,000 | AID 602438, 2012;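 active means inhibition or corrected inhibition above about 18%, plus a signal ratio from 0.5 to 1.5, limit read from the data, passing the limit was not always enough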; further: strong numbers were not always called active
Target sequence (O14786 whole entry, looked up): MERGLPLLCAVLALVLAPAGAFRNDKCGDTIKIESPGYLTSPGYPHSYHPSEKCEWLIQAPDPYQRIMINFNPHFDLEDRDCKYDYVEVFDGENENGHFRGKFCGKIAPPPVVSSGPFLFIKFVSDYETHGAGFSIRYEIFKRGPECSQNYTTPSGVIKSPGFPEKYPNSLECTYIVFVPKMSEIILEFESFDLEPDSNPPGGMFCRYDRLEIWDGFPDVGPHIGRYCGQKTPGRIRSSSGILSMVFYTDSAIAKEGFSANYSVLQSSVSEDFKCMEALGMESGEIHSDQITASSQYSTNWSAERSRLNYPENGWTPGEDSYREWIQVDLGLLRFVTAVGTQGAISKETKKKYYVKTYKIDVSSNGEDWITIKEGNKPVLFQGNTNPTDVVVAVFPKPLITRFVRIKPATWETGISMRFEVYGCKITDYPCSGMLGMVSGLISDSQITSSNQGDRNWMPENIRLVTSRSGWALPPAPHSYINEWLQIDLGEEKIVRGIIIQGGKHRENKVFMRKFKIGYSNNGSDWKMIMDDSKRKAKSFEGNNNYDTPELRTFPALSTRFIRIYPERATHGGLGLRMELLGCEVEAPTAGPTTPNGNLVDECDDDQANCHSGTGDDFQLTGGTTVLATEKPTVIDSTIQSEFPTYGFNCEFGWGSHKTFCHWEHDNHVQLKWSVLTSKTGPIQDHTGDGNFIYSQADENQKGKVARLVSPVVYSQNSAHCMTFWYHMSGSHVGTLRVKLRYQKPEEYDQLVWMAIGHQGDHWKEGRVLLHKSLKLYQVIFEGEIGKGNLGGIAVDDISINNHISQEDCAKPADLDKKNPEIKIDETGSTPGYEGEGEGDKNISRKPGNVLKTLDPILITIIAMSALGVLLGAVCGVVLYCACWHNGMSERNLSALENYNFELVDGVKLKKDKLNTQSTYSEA
MT1-MMP act inh = blockers of MT1-MMP proenzyme processing, primary screen, HT1080 RFP-PRO-GFP cells, GFP/RFP fluorescence. Matrix metalloproteinase-14 (Homo sapiens), P50281. GFP/RFP ratio fluorescence, overnight; percent of plate control window, DMSO zero. GFP/RFP ratio change, % at 20 µM. hit rate 0.061% among 360,000. AID 651647, 2012;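 active means GFP/RFP ratio change of at least 30% with cell ATP level not reduced by more than half and red fluorescence within 50% of control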; further: strong numbers were not always called active
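Assay system: HT1080 RFP-PRO-GFP cells. Benchmarks: DMSO vehicle wells and RFP-L50D-GFP reporter cell wells. Times: overnight cell settling, then overnight compound exposure, 37 °C, 5% CO2. Compound: 20 µM single dose, 1% DMSO. Read-out basis: GFP/RFP fluorescence ratio.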
SKN-1 inh = suppressors of acrylamide-induced Pgst-4::GFP reporter in worms, primary screen, SKN-1 inhibitor project, whole organism, uHTS, GFP/RFP fluorescence ratio, strain VP596; AID 624304, 2012; C. elegans VP596 Pgst-4::GFP/RFP ratio, 24 h; hit rate 0.49% among 360,000; inhibition, % at 21.8 µM;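 active means interference check ratio from 0.5 to 1.5 plus GFP to RFP signal ratio inhibition reaching or exceeding a fixed threshold, cut at about 30% in these data, passing the limit was not always enough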; further: some compounds called inactive have numbers as strong as hits
E coli Lon inh = inhibitors of E. coli Lon protease, primary screen, biochemical, fluorescence polarization | P0A9M0 | purified E. coli Lon protease | inhibition, % at 7.94 µM | hit rate 0.42% among 360,000 | AID 602123, 2011; in the data active means inhibition above about 13%, passing the limit was not always enough;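 further: 0% = enzyme with probe and DMSO and 100% = no enzyme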
* hit, by the source's call; / = not tested or not shown.

SMILES | FAS TE block | PABP1 MLLE inh | Tb MetRS inh | MsrA inh | bovine MsrA act | CendR NRP1 mod | MT1-MMP act inh | SKN-1 inh | E coli Lon inh
COc1ccc(S(=O)(=O)NC2CC3CCC2C3)cc1Cl (stereo not given) | 10 | -6 | -0.1 | 0.8 | -3 | 3 | -2 | -2 | 0
O=C(CCCSc1nc2ccccc2[nH]1)N1CCN(c2ccccc2)CC1 | -5 | -10 | 0.5 | -0.2 | -1 | -9 | -3 | -3 | -5
COc1cc(-c2nc3sc(C)c(C)c3c(=O)o2)cc(OC)c1OC | -2 | -14 | -0.5 | -0.9 | -1 | 13 | 4 | 21 | 5
O=C(CN1CCN(Cc2ccccc2)CC1)Nc1ccc(Cl)cn1 | -6 | 14 | -0.7 | -0.4 | -9 | -2 | -4 | -13 | -5
Cc1cc(C)c2cc(CN(CCO)C(=O)NC3CCCCC3)c(=O)[nH]c2c1 | -3 | 18 | -0.1 | 0.4 | -5 | 13 | 3 | -11 | -17
COC(=O)CNC(=O)Cn1cnc2sc(C)c(S(=O)(=O)N3CCC(C)CC3)c2c1=O | 0 | 7 | -0.5 | 0.2 | 0 | 4 | 0 | 5 | -5
COc1ccc(C(=O)N/C(=C\c2cn(C)c3ccccc23)C(=O)N2CCOCC2)cc1OC | -2 | -11 | -0.1 | 4.8* | -4 | 6 | 1 | 13 | -7
Cc1c(C(=O)OCCOc2ccc(Br)cc2)sc(=S)n1C | 69* | 13 | -0.5 | -0.5 | -2 | 0 | 2 | -5 | 2
CCc1ccc(/C=N/NC(=O)c2cc(-c3ccncc3)nc3ccccc23)s1 | 3 | -3 | -0.4 | -0.2 | -3 | 1 | 7 | 5 | -8
Cc1cc(C)c(NC(=O)C(=O)NCc2ccco2)c(C)c1 | -2 | -4 | 0.1 | / | -5 | -14 | 2 | 6 | 1
Cc1nc(C(F)(F)F)ccc1C(=O)N1CCC1(C)C(=O)NS(=O)(=O)c1ccc(C#N)cc1 (stereo not given) | -1 | 8 | -0.3 | -0.2 | -3 | -14 | -2 | 3 | 6
CC(C)C(=O)Nc1nnc(CCN2CCCCC2)s1 | -8 | 11 | -0.5 | -0.7 | -9 | -5 | -2 | -18 | 0
COc1ccccc1OCc1ccc(C(=O)N2CCN(C(=O)c3ccco3)CC2)cc1 | -4 | 10 | -0.8 | 0.4 | 2 | 0 | 1 | 12 | 0
CC1CCC(C(C)C)C(OC(=O)Cn2nnc3c(cnn3-c3ccccc3)c2=O)C1 (stereo not given) | 29 | 7 | -1.1 | -0.2 | -8 | -3 | -4 | -1 | -4
CCN(CC(=O)Nc1c(F)cccc1F)C(=O)C1CC(=O)N(CCc2ccccc2)C1 (stereo not given) | -6 | -12 | -0.3 | -0.5 | -3 | -7 | 3 | 19 | -7
CCCC(C)NC(=O)c1ccc(C2SCC(=O)N2Cc2ccco2)cc1 (stereo not given) | 25 | 11 | -0.3 | 1.2 | -3 | -9 | 1 | 2 | -4
CC1(C(=O)NS(=O)(=O)C2CC2)CCCN(C(=O)COc2ccc(Cl)cc2Cl)C1 (stereo not given) | 1 | -2 | 0.1 | 0.0 | 0 | -5 | 3 | 12 | -5
CC(=O)Nc1ccc(-c2nnc(SCC(=O)n3c4c(c5ccccc53)CCCC4)n2C)cc1 | -4 | -9 | 0.7 | 0.2 | 0 | -13 | 5 | -4 | 0
NC(=O)C1CCN(C(=O)COc2ccc(Nc3ccccc3)cc2)CC1 | -3 | 11 | -0.7 | 0.6 | -4 | -11 | -1 | -4 | -3
CCOCCCNC(c1ccccc1)c1ccncc1 (stereo not given) | -6 | 15 | 0.6 | -0.4 | -1 | 5 | -3 | -2 | 3
CC(C)Cn1c(=O)[nH]c(=O)c2c(C(F)(F)F)cc(-c3ccccc3)nc21 | 11 | -2 | -0.4 | -0.5 | -4 | -3 | 14 | 0 | -5
CC(=O)c1sc(N)c(C(=O)OC(C)C)c1C | -3 | 9 | -1.1 | 3.9 | -5 | 10 | 1 | -23 | -6
CCC(C)C(NC(=O)C1CCC(C)CC1)C(=O)NCCCN1CCCCC1CC (stereo not given) | 0 | -8 | -0.3 | -0.9 | 0 | 7 | 0 | -3 | -7
Cn1nc(C(C)(C)C)cc1C(=O)NCc1cc(F)cc2c1OCOC2 | 6 | 11 | 0.1 | -1.3 | 0 | 4 | -3 | 4 | -8
CCc1ccc(NC(=O)C(C)Sc2nnc(CN3CCCC3)o2)cc1 (stereo not given) | -8 | -11 | -0.2 | 0.7 | -2 | 15 | -1 | -2 | 1
CCn1nc(C(=O)NNC(=O)COc2ccc(OC)cc2)c2ccccc2c1=O | -4 | 13 | 0.1 | -1.7 | -5 | -12 | 0 | -2 | 5
CCCOCC(O)COc1ccccc1C(=O)N1CCOCC1 (stereo not given) | -8 | -9 | 0.0 | -0.6 | -3 | 2 | -2 | 4 | -2
COc1ccc(CNC(=O)/C=C/c2ccc(OCCCF)cc2)cc1OC | 6 | -1 | -1.1 | 0.9 | -4 | -4 | -7 | 0 | -3
CC(Sc1nnc(NC2CC2)s1)C(=O)Nc1ccc(S(N)(=O)=O)cc1 (stereo not given) | -8 | -21 | -0.1 | -1.2 | -3 | -10 | -1 | -2 | -7
O=C(CN(CC1CCCO1)C(=O)CNS(=O)(=O)c1ccccc1)NCc1ccccc1 (stereo not given) | -6 | -10 | -1.0 | -0.4 | 0 | 6 | -7 | 15 | 4
Clc1nssc1=Nc1nncs1 | -13 | -5 | -0.1 | 1.6 | -4 | 5 | 2 | -4 | -4
N#Cc1c(N2CCN(C(=O)c3ccco3)CC2)nc(-c2ccccc2)c2c1CCCC2 | 16 | 16 | 0.1 | 1.4 | -2 | -12 | -17 | 1 | -6
Clc1ccccc1CN1CCN(CCCc2ccccc2)CC1 | 2 | -10 | 0.2 | -0.6 | -3 | 6 | 1 | -6 | 3
CC(NC(=O)C(=O)NN=C1CCCCCCCCCCC1)c1ccccc1 (stereo not given) | 28 | 6 | 0.3 | 1.0 | 1 | 15 | -2 | 11 | -5
O=C1CC(N2CCN(c3ccc(F)cc3)CC2)C(=O)N1c1ccc2c(c1)OCO2 (stereo not given) | -8 | 9 | -0.9 | -1.0 | -6 | 1 | 4 | 0 | -1
CCc1ccc(NC(=O)C(=O)NCc2ccccn2)cc1 | -3 | 5 | -1.1 | -0.3 | -9 | 14 | 3 | 21 | -2
O=C(O)c1c(Cl)c(Cl)c(Cl)c(Cl)c1C(=O)N1CCCCCC1 | 0 | 6 | -0.7 | 1.1 | -3 | 0 | -1 | 4 | -9
CC(=O)Nc1ccc(NC(=O)C(C)OC(=O)CNC(=O)c2cccs2)cc1 (stereo not given) | -4 | -21 | -0.2 | 1.4 | -2 | 5 | -1 | 8 | -11
Cc1ccc(NC(=O)Nc2cccc(C(F)(F)F)c2)nc1 | 0 | 5 | -0.5 | -1.7 | -11 | -1 | 0 | -9 | 2
Cc1cccc(Oc2ccc(Cl)cc2N)c1 | 14 | 7 | -0.1 | -1.9 | -5 | 29* | -1 | -5 | 1
CCOc1ccc(C)cc1S(=O)(=O)n1nc(C)cc1C | -4 | -1 | 0.6 | -1.5 | 1 | 9 | -10 | 3 | 0
COc1ccc(NC(=O)CCN(c2ccc(OC)cc2)S(=O)(=O)c2ccc(C)c(C)c2)cc1 | 26 | 3 | -0.6 | -0.3 | -4 | 10 | -1 | 12 | 4
COc1ccc2c(CC(=O)NNC(=O)c3cccs3)coc2c1 | -3 | -7 | -0.2 | -0.9 | 0 | 4 | 0 | -4 | -17
COc1cc2nc(=S)n3[nH]c(COc4ccccc4C)nc3c2cc1OC | 0 | -29 | 0.0 | 0.3 | 3 | -12 | 17 | 13 | 4
CCn1c(=O)c(C(=O)Nc2cccnc2)c(O)c2ccccc21 | -3 | 4 | -0.7 | 0.8 | -6 | 7 | -5 | 7 | -8
CCC/C(=N\NC(=O)C1CC1)c1ccc(Br)cc1 | -4 | 2 | -0.6 | 1.6 | -2 | 10 | 0 | 18 | -11
O=C(/C=C/c1cccs1)c1ccc(N2CCOCC2)cc1 | 0 | 5 | -0.1 | 6.1* | -4 | -2 | -1 | 36* | -1
O=[N+]([O-])c1ccc(Cl)cc1CN1CCCCCC1 | -1 | -1 | -0.6 | -0.3 | -4 | 8 | -2 | -13 | 4
O=c1oc2ccccc2c(O)c1C=NCc1ccccn1 | -7 | 5 | 0.2 | 3.6 | 1 | -4 | -10 | -2 | 2
S=C(NCCc1ccccc1)N1CCCCC1 | -4 | -136 | 0.2 | -0.5 | -5 | 2 | 5 | 7 | 2
O=C(CCCOc1ccccc1)Nc1cccc(S(=O)(=O)N2CCCCC2)c1 | 18 | -8 | -0.4 | 0.2 | -2 | 1 | 5 | 14 | -2
COc1cc(/C=N/NC(=O)c2cc(C)oc2C)ccc1OCc1ccccc1 | 0 | 1 | -0.4 | 2.4 | -2 | 1 | 1 | 21 | 0
COc1ccc(C(=O)Nn2c(C)nc3ccccc3c2=O)cc1[N+](=O)[O-] | -2 | -15 | -0.6 | 0.5 | -5 | 7 | 0 | -11 | 10
CC1CCC2(CC1)NC(=O)N(NC(=O)c1cc3ccccc3o1)C2=O (stereo not given) | -5 | -4 | 0.0 | -0.7 | -1 | 5 | 1 | -8 | -7
Cc1ccc(-n2c(N)c(C#N)c(-c3ccc(Cl)cc3)c(C#N)c2=O)cc1 | -4 | -1 | -0.8 | 3.7 | -5 | 3 | 2 | -5 | -9
O=C(Nc1ccccn1)c1ccc(Br)c(S(=O)(=O)N2CCCCC2)c1 | 6 | -1 | 0.7 | 1.0 | -5 | 2 | 2 | 7 | 4
O=C(O)C1CCCCC1C(=O)Nc1nc(-c2cccs2)cs1 (stereo not given) | -4 | 19 | -1.1 | -0.4 | -4 | -3 | 5 | 9 | -9
Cc1nnc(SCCN2CCOCC2)n1C | -8 | 16 | 0.3 | -0.3 | -5 | -7 | 2 | 0 | -4

Some of these compounds in order of their number in CendR NRP1 mod, low to high:
Compound	CendR NRP1 mod
CC(Sc1nnc(NC2CC2)s1)C(=O)Nc1ccc(S(N)(=O)=O)cc1 (stereo not given)	-10
O=C(CN1CCN(Cc2ccccc2)CC1)Nc1ccc(Cl)cn1	-2
O=C(O)c1c(Cl)c(Cl)c(Cl)c(Cl)c1C(=O)N1CCCCCC1	0

High-throughput results from PubChem BioAssay.
